Vif-A3F inh: Vif-A3F binding inhibition; HeLa A3F-eYFP + Vif (tagged APOBEC3F with the HIV-1 protein that degrades it), YFP fluorescence increase; Potency, µM (doses to about 46.1 µM), without a hit: top-dose activity, negative = active; 0.2% of 390,000 active; further: potency means the concentration at half of the fitted maximal effect; % of control where 0% means no effect; nearly all actives have a fitted effect of over 65% in size
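HeLa cells stably expressing A3F-eYFP plus Vif, plated and incubated overnight at 37 deg C, then exposed to compounds overnight at 37 deg C. Blocked degradation read as raised yellow fluorescence (Ex 488/Em 500-530).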
IDH1 R132H inh: human IDH1 R132H inhibition; Potency, µM (top dose mostly 76.6 µM), for the others: top-dose activity change, negative = inhibition, actives largely listed as inhibitors; IDH1-R132H enzyme, NADPH consumption, diaphorase/resazurin fluorescence; O75874; 0.093% of 390,000 active; further: potency means the concentration at half of the fitted maximal effect; on the % scale 0 is the no-effect control and ±100 the full control effect; nearly all actives have a fitted effect of over 65% in size
Target sequence (O75874 whole entry R132H, stated change not applied): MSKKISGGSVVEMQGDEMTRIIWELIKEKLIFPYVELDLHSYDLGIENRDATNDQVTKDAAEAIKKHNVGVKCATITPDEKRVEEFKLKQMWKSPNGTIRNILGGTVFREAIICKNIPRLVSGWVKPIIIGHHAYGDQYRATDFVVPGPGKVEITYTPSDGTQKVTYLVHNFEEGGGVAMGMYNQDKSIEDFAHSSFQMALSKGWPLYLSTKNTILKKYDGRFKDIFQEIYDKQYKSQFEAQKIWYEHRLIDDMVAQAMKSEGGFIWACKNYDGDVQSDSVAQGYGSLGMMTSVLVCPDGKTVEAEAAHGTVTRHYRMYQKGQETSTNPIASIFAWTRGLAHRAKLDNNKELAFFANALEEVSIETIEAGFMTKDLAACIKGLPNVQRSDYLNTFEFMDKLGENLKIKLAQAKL
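IDH1-R132H (0.5 ug/mL dispensed) in pH 7.5 Tris buffer was preincubated 30 min with compound, then given a substrate mix of 0.016 mM NADPH and 2 mM alpha-KG for 80 min at room temperature; remaining NADPH was read by diaphorase/resazurin fluorescence.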
Vif-APOBEC3G blk: blocks the Vif interaction with human APOBEC3G; HeLa A3G-eYFP + Vif (tagged APOBEC3G with the HIV-1 protein that degrades it), YFP fluorescence, overnight; Potency, µM (series often up to 46.1 µM), without a hit: at the top dose activity, negative = active, actives largely listed as inhibitors; 0.076% of 410,000 active; AID 602310;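 further: potency means the concentration at half of the fitted maximal effect; on the % scale 0 is the no-effect control and ±100 the full control effect; nearly all actives have a fitted effect of over 60% in size; hits raise eYFP signal because A3G escapes Vif-driven loss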
Target sequence (Q9HC16 whole entry, looked up): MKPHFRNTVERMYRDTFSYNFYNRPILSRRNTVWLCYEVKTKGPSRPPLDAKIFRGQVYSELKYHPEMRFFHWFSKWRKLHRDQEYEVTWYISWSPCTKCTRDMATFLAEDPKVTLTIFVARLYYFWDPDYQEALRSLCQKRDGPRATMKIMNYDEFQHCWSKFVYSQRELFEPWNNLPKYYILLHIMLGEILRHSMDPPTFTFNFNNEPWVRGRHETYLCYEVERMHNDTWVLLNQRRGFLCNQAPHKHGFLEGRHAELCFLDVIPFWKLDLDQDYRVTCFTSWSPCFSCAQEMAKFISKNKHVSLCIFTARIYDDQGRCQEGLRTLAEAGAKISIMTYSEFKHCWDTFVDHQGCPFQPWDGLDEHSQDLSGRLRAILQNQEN
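Read-out is eYFP fluorescence (Ex 488/Em 500-530) from Vif-expressing HeLa A3G-eYFP cells; more signal means A3G escaped Vif-mediated degradation. Cells plated overnight, compound pinned in, incubated overnight at 37 deg C.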
RGS4 inhibitor: blocks human RGS4-accelerated GTP hydrolysis. 0.039% of 390,000 active. Potency, µM (doses to about 114 µM), without a hit: at the top dose activity change, negative = inhibition, most hits filed as inhibitors. Transcreener GDP fluorescence polarization, RGS4-accelerated GTP hydrolysis. AID 504845. P49798; further: potency means the concentration at half of the fitted maximal effect; on the % scale 0 is the no-effect control and ±100 the full control effect; nearly all actives have a fitted effect of over 75% in size; some results filed as inactive show a strong effect at the top dose
Target sequence (P49798 whole entry, looked up): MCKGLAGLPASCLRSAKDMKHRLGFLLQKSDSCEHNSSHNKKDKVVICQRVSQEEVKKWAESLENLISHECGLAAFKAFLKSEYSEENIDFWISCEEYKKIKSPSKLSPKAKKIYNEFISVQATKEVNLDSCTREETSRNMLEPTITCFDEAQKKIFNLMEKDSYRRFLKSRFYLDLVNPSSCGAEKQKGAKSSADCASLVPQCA
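MLSMR compounds (23 nl, pin-transferred) preincubated 10 min at room temperature with a 500nM (2x) first reagent, then RGS4 at 900nM (2x) plus Transcreener GDP mix added; fluorescence polarization (620/688 nm) read before and after 90 min at 30 °C.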
TrxR1 substrate: is turned over as a substrate by rat TrxR1. Potency, µM (doses to about 114 µM), inactives show top-dose activity change, negative = substrate turnover. AID 588456. 0.01% of 390,000 active. O89049. purified TrxR1 substrate turnover, NADPH consumption readout; further: potency means the concentration at half of the fitted maximal effect; on the % scale 0 is the no-effect control and ±100 the full control effect; nearly all actives have a fitted effect of over 50% in size
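Rat TrxR1, dispensed at 90 nM, was prereduced with 400 uM NADPH (final) for 5 min at ~22 deg C, then incubated with compound 15 min before 400 uM selenite. A first-read NADPH fluorescence drop versus no-compound background flagged substrates.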
LDHA inh: blocks human lactate dehydrogenase A; P00338; purified LDHA, NADH/diaphorase-resazurin fluorescence; stronger effect = lower value; activity change, % (values are at about 110 or 230 µM); 0.15% of 480,000 active; AID 1347041; in the data active means activity change below about -30%; inconclusive means mostly about -25% to -30%;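 further: plate controls were DMSO wells for no effect and wells without enzyme for full effect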
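Human LDH5 (2 nM) was incubated with 0.06 mM NADH and 0.2 mM pyruvate for 5 min at room temperature in Tris pH 7.4. Remaining NADH was coupled through diaphorase/resazurin, and resorufin fluorescence was read at 0 and 20 min.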
USP1-UAF1 inh: inhibitors of human USP1/UAF1 deubiquitinase; recombinant USP1/UAF1, Ub-Rhodamine cleavage fluorescence; Potency, µM (top dose mostly 57.1 µM), for the others: at the highest dose activity change, negative = inhibition, hits mostly inhibitors; 0.23% of 390,000 active; further: potency means the concentration at half of the fitted maximal effect; on the % scale 0 is the no-effect control and ±100 the full control effect; nearly all actives have a fitted effect of over 60% in size; inactives centre near -12
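USP1/UAF1 complex (1 nM) preincubated 15 min at room temperature with compound, then Ub-Rho substrate (150 nM final) added. Kinetic fluorescence at 480/540 nm over 6 reads at 60 s intervals; 50 mM HEPES pH 7.8, 0.5 mM EDTA, 0.1 mg/ml BSA, 1 mM TCEP, 0.01% Tween-20.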
Glioma ERSR ind: induces the endoplasmic reticulum stress response in human glioma cells | AID 602332 | U87-MG GRP78 promoter luciferase reporter, 16 h | Potency, µM, for inactives: top-dose activation, actives largely listed as activators | 0.02% of 420,000 active; further: potency means the concentration at half of the fitted maximal effect; series mostly up to about 76 µM; % of control where 0% means no effect; nearly all actives have a fitted effect of over 35% in size
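ERSR induction read as luciferase luminescence (Bright-Glo, 10 min at room temperature) in stably transfected human U87-MG glioma cells exposed to compounds for 16 h, using GRP78 as sensor.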
rTrxR1 inhibitor: rat TrxR1 inhibition; 1% of 390,000 active; Potency, µM (series often up to 114 µM), inactives show at the top dose activity change, negative = inhibition, actives largely listed as inhibitors; recombinant rTrxR1, NADPH fluorescence consumption, selenite substrate; AID 588453; further: potency means the concentration at half of the fitted maximal effect; on the % scale 0 is the no-effect control and ±100 the full control effect; nearly all actives have a fitted effect of over 65% in size
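Rat TrxR1 (90 nM in the dispensed reagent) was pre-reduced with 400 uM NADPH for 5 min at room temperature, then incubated with compound for 15 min. After 400 uM selenite was added, NADPH fluorescence (Ex 340/Em 450 nm) was followed for 8 min.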
Starred values were filed as active, the others as inactive; u = inconclusive; x = not tested or not shown; & = joins results of further samples; [ ] = dose if it differs, or a comment. Unless noted, the call rests on the fitted dose curve; in most records, active means well fitted curve in the direction sought with a large enough effect; inconclusive means small, poorly fitted or top-dose-only effect, or another doubt; inactive means no such curve, though single readings can be large; an effect the other way counts as inactive or inconclusive. Only part of the results is shown. The share of hits here may be higher or lower than overall.

Vif-A3F inh	IDH1 R132H inh	Vif-APOBEC3G blk	RGS4 inhibitor	TrxR1 substrate	LDHA inh	USP1-UAF1 inh	Glioma ERSR ind	rTrxR1 inhibitor	SMILES
1%	-1%	1%	-40%[56.9 µM]	-7%	0	-22%	-4%	25%	O=C(NCCCc1ccccc1)c1cc(COc2ccc(F)cc2Cl)on1
6%	-9%	7%	-3%	-1%	-5	-14%	-3%	8%	Nc1c(N(Cc2ccccc2)C(=O)COc2ccc([N+](=O)[O-])cc2)c(=O)[nH]c(=O)n1Cc1ccccc1
1%	-3%	-2%	-11%	3%	-2	-9%	-3%	-2%	CCOc1ccccc1NC(=O)N1CCC(c2nc3ccc(C)cc3[nH]2)CC1
-11%	6%	-3%	29%	0%	-1	-9%	-1%	24%	CC(=O)c1cccc(NC(=O)c2ccc(N(Cc3ccc(C)cc3)S(C)(=O)=O)cc2)c1
-5%	4%	2%	-20%	-2%	-10	-6%	2%	-1%	CN(C)C(CNC(=O)CSc1nnc(-c2ccco2)o1)c1ccccc1 (stereo not given)
3%	4%	1%	-18%	-14%	-1	-7%	-4%	-14%	CCn1nnnc1SCC(=O)Nc1cc(C)on1
-4%	0%	1%	5%	-3%	0	-7%	-3%	11%	COc1ccc(S(=O)(=O)Cc2ccc(C(=O)NC3CCC(C)CC3)o2)cc1 (stereo not given)
-3%	-4%	2%	-24%	4%	1	-17%	0%	10%	COCc1nnc(NC(=O)c2ccc(S(=O)(=O)N3CCCCCC3)cc2)o1
-8%	-6%	1%	2%	-12%	-5	-17%	-4%	-5%	COCCCN1C(=O)N(c2ccc(F)cc2)C(=O)C1CC(=O)Nc1ccccc1 (stereo not given)
-8%	4%	-2%	-6%	-4%	-1	-9%	1%	4%	Cc1ccc(NC(=O)C(c2ccccc2)N2CCN(CC(=O)NC3CC3)CC2)cc1 (stereo not given)
-3%	-1%	-1%	10%	-7%	-18	-17%	0%	5%	O=C(Nc1ccc2c(c1)OCO2)c1cc2n(n1)C(C(F)(F)F)CC(c1ccccc1)N2 (stereo not given)
-4%	-2%	3%	-36%	2%	4	-15%	-1%	4%	C/C(=N\O)c1c(C)c2ccccc2n1C
-29%	-3%	0%	-15%	-2%[57.1 µM]	0	-9%	-4%	-1%[57.1 µM]	O=Cc1cc(N=Nc2ccc(S(=O)(=O)O)cc2)ccc1O
-3%	0%	1%	12%	93%[activator]	8	1%	1%	-10%	COc1cc(-c2nc3ccccn3c2NCC2CCCO2)ccc1O (stereo not given)
-16%	5%	-1%	-23%[56.9 µM]	-8%	8	-12%	-9%	u	O=C1CC(c2ccco2)CC(O)=C1C=NCCN1CCNCC1 (stereo not given)
1%	17%	5%	-4%	1%[57.1 µM]	1	-20%	-3%	13%[57.1 µM]	Cc1cccc(C(=O)Nc2cccc(C(=O)OCc3cc(=O)n4c5c(sc4n3)CCCC5)c2)c1
-1%	0%[38.3 µM]	u	u	-3%	6	u	-11%	-33%	C#CCOCCOCCOCCNc1nc(N2CCN(C(=O)CCCCCCCCCCNC(=O)[C@@H](CCC(=O)O)n3cc(CCCCCN)nn3)CC2)nc(N2CCN(C(=O)CCCCCCCCCCNC(=O)[C@H](CCCCN)n3cc(C[C@@H](C)CC)nn3)CC2)n1
-1%	0%	-4%	26%	-6%[57.1 µM]	-1	3%	0%	8%	CCCCn1c(CN(Cc2ccccc2)Cc2ccccc2)nc2c1c(=O)n(C)c(=O)n2C
-7%	-1%	0%	-15%	2%[57.1 µM]	3	-20%	-3%	-2%[57.1 µM]	COc1ccccc1N1CCN(C(=O)C2CC(=O)N(c3ccccc3)C2)CC1 (stereo not given)
-7%	11%	0%	-7%	3%	-2&-11	-16%	-4%	14%	CCCCCn1nc(C(=O)OCc2nnc(-c3ccccc3)o2)c2ccccc2c1=O
0%	2%	0%	x	x	-5	-2%	-3%	x	O=c1[nH]cc(S(=O)(=O)N2CCN(c3ccc(F)cc3)CC2)c(=O)[nH]1
-14%	-2%	1%	-31%	4%	9	-11%	1%	-11%	COc1cc(C(c2c(C)[nH][nH]c2=O)c2c(C)[nH][nH]c2=O)ccc1OS(=O)(=O)c1ccccc1
u	0%	u	-2%	4%[57.1 µM]	-2	u	-4%	15%[57.1 µM]	Cc1cc(C)n(-c2nc3ccccc3nc2Nc2ccc3[nH]c(=O)[nH]c3c2)n1
1%	-1%	5%	2%	-5%	-10	-15%	-2%	-2%	Cc1ccc(S(=O)(=O)N2CCN(C(=O)COC(=O)c3cnc(C)cn3)CC2)c(C)c1
-10%	10%	-4%	-18%	5%	-11	-27%	3%	u	O=C(C1=C(O)C(=O)N(c2ncccn2)C1c1ccc(Cl)c(Cl)c1)c1ccco1 (stereo not given)

Whole records from above. Order of values: Vif-A3F inh | IDH1 R132H inh | Vif-APOBEC3G blk | RGS4 inhibitor | TrxR1 substrate | LDHA inh | USP1-UAF1 inh | Glioma ERSR ind | rTrxR1 inhibitor
Entry for COc1cc(-c2nc3ccccn3c2NCC2CCCO2)ccc1O (stereo not given) : -3% | 0% | 1% | 12% | 93%[activator] | 8 | 1% | 1% | -10%
Entry for CCCCn1c(CN(Cc2ccccc2)Cc2ccccc2)nc2c1c(=O)n(C)c(=O)n2C : -1% | 0% | -4% | 26% | -6%[57.1 µM] | -1 | 3% | 0% | 8%
Entry for CCCCCn1nc(C(=O)OCc2nnc(-c3ccccc3)o2)c2ccccc2c1=O : -7% | 11% | 0% | -7% | 3% | -2&-11 | -16% | -4% | 14%

Remaining list, next part:
Vif-A3F inh	IDH1 R132H inh	Vif-APOBEC3G blk	RGS4 inhibitor	TrxR1 substrate	LDHA inh	USP1-UAF1 inh	Glioma ERSR ind	rTrxR1 inhibitor	SMILES
-8%	6%	-12%	-38%	9%	-1	-18%	-2%	27%	Cc1ccc(C)c(NC(=O)C(OC(=O)c2ccc(CO)cc2)c2ccccc2)c1 (stereo not given)
1%	-3%	-3%	-33%	-5%	-5	-21%	-2%	12%[0.0914 µM]	Cc1cc(C(=O)Cn2nnc(-c3ccc(Cl)cc3)n2)c(C)n1-c1ccccc1
-11%	0%	-4%	23%	-8%	-7	2%	5%	-8%	CC(C)c1ccc(N(CC(=O)NCCc2ccccc2)C(=O)c2csnn2)cc1
3%	1%	1%	45%	2%[57.1 µM]	-9	-16%	-5%	33%[57.1 µM]	COc1ccc(-c2nnn(CC(=O)NC3CCCc4ccccc43)n2)cc1OC (stereo not given)
1%	12%	-3%	6%	7%	2	-20%	-5%	27%	COc1ccc(-n2nnnc2SCC(=O)NCCc2ccccc2)cc1OC
2%	5%	1%	-40%	4%	4	-12%	-7%	79µM*	Nc1cc(OC(=O)c2cccs2)nn1S(=O)(=O)c1ccc(F)cc1
2%	3%	-2%	-41%	59%[activator][57.1 µM]	1	-8%	-2%	-68%	Cc1nc2ccc(C(=O)O)cc2c2c1CC(C)S2 (stereo not given)
-2%	-7%	0%	4%	-8%	0	-6%	-2%	8%	C#CCOCCOCCOCCNc1nc(N2CCN(C(=O)CCCCCCCCCCNC(=O)[C@@H](CCSC)n3cc(CCO)nn3)CC2)nc(N2CCN(C(=O)CCCCCCCCCCNC(=O)[C@@H]([C@H](C)O)n3cc(C)nn3)CC2)n1
1%	-1%	1%	-21%[56.9 µM]	13%[57.1 µM]	-4&10	-28%	-4%&-2%&-3%	22µM*	CCN1CCc2nc(N)oc2CC1
-1%	-10%	1%	-4%[56.9 µM]	3%[57.1 µM]	0	-9%	4%	23%[57.1 µM]	CCOc1ccc(NC(=O)CCc2c(C)nn(-c3ccc(N4CCCCC4)nn3)c2C)cc1
-9%	3%	u	3%	22%	4	-5%	-6%	34%	Cc1ccc(NC(=O)CSc2nc3ccccc3c3nc4ccccc4n23)cc1
3%	-5%	1%	15%	-4%[57.1 µM]	1	-10%	-1%	-1%[57.1 µM]	Cc1[nH]n(-c2ccc([N+](=O)[O-])cc2)c(=O)c1C=NCCN1CCN(C(=O)c2ccc(Br)cc2)CC1
6%	-2%	-5%	-9%[11.4 µM]	-9%	-11	u	-1%	1%[57.1 µM]	COc1cc(/C=N/NC(=O)CNC(=O)c2ccccc2)ccc1OC(=O)c1cccs1
6%	10%	3%	-13%	-4%	4	-22%	-1%	5%	O=C(NCCCN1CCN(c2ccccc2F)CC1)c1nnc(Cc2ccc(Cl)cc2Cl)o1
-6%	-3%	3%	-16%	3%	-5	0%	-1%	6%	CC(C)[C@H](NC(=O)N1c2ccccc2NC(=O)[C@@H]1C(C)C)C(=O)N[C@@H](Cc1c[nH]c2ccccc12)C(=O)O
0%	1%	0%	5%	3%	-3	-21%	-5%	10%	O=C(OCc1ccccc1)c1cc(S(=O)(=O)N2CCCCC2)ccc1N1CCOCC1
0%	3%	-2%	-11%	18%[57.1 µM]	-4	-10%	-4%	8%[57.1 µM]	COc1ccccc1OCCC(=O)OCC(=O)NCc1ccccc1
-1%	0%	-1%	2%[11.4 µM]	-12%	-5	0%	3%	-33%	Brc1ccc(CSc2nnc3ccccn23)cc1
-12%	5%	-7%	2%	-8%	0	-5%	0%	-13%	CCOC(=O)N1CCN(CC(O)COc2ccc(C)cc2C(C)(C)C)CC1 (stereo not given)
